Screens as filed in PubChem BioAssay.
SKN-1 block: blocks SKN-1 activity in C. elegans | inhibition, % at 21.8 µM | C. elegans VP596 Pgst-4::GFP/RFP ratio, acrylamide-induced, 24 h | 360,000 compounds, 0.49% hits;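 active means interference check ratio from 0.5 to 1.5 plus GFP to RFP signal ratio inhibition reaching or exceeding a fixed threshold, cut at about 30% in these data, passing the limit was not always enough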; further: some compounds called inactive have numbers as strong as hits
Rin1-Abl PPI inh: human Rin1-Abl interaction inhibition | inhibition, % at 7.35 µM | AID 588664 | TR-FRET Rin1/Abl binding, biochemical | P00519+Q13671 | 360,000 compounds, 0.4% hits; in the data active means inhibition above about 5%, passing the limit was not always enough
bovine MsrA act: activators of bovine methionine sulfoxide reductase A; purified bovine MsrA, absorbance read-out; activation, % at 10.6 µM; 360,000 compounds, 0.3% hits; AID 602163; in the data active means activation above about 7.5%;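 further: 0% = vehicle and 100% = reference activator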
Neddyl block: blocks human cullin neddylation. TR-FRET cullin neddylation, biochemical. calls only at 25 µM. P61081+Q13564. 360,000 compounds, 0.58% hits. AID 651699; in the data active means inhibition above about 36%
Target sequence (P61081 whole entry, looked up): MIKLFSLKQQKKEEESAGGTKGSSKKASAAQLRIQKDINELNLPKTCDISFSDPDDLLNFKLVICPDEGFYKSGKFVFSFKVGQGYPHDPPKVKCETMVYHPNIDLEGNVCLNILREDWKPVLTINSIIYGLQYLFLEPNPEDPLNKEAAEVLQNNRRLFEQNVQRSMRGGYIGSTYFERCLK
Target sequence (Q13564 whole entry, looked up): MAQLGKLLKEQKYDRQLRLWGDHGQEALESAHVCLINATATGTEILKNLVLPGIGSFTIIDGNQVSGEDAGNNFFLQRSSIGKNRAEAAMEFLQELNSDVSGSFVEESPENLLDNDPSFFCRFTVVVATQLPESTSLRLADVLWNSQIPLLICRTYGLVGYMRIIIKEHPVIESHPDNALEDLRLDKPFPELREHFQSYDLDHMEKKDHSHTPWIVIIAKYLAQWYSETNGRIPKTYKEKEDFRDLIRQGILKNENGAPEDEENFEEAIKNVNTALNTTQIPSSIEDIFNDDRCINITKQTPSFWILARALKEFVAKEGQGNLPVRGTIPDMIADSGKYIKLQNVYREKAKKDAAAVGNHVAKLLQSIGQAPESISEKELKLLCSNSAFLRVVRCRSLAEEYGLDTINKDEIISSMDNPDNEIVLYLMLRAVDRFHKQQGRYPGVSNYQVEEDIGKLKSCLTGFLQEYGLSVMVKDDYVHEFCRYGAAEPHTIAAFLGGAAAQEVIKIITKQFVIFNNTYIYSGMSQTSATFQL
FAS TE block: FAS thioesterase (human) inhibition; P49327; AID 602261; inhibition, % at 15 µM; 360,000 compounds, 0.67% hits; recombinant FAS-TE, OMFH fluorogenic substrate, fluorescence endpoint;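 active means compounds whose normalised, plate-corrected inhibition of enzyme fluorescence in the single-dose primary screen is 50% or more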;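 further: 0% = DMSO with enzyme and 100% = substrate without enzyme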
CendR NRP1 mod: alters CendR peptide binding to human NRP-1 | O14786 | FAM-RPARPAR peptide binding to NRP-1, fluorescence polarization | inhibition, % at 25 µM | 360,000 compounds, 0.85% hits | AID 602438;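 active means inhibition or corrected inhibition above about 18%, plus a signal ratio from 0.5 to 1.5, limit read from the data, passing the limit was not always enough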; further: strong numbers were not always called active
eLon inh: E. coli protease La inhibition; P0A9M0; purified E. coli Lon protease, fluorescence polarization; inhibition, % at 7.94 µM; 360,000 compounds, 0.42% hits; AID 602123; in the data active means inhibition above about 13%, passing the limit was not always enough;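 further: 0% = enzyme with probe and DMSO and 100% = no enzyme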
PABP1 MLLE inh: inhibitors of microRNA-mediated deadenylation, human PABP1 MLLE binding. inhibition, % at 20 µM. P11940. GST-MLLE / FITC-PAM2 fluorescence polarization. 360,000 compounds, 0.36% hits; in the data active means inhibition above about 35%, passing the limit was not always enough;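 further: plate controls were DMSO wells with GST-MLLE for no effect and wells lacking GST-MLLE protein for full effect; some results filed as inactive read as strong as hits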
MT1-MMP act inh: inhibitors of human MT1-MMP activation; P50281; HT1080 RFP-PRO-GFP cells, GFP/RFP ratio fluorescence, overnight; percent of plate control window, DMSO zero; GFP/RFP ratio change, % at 20 µM; 360,000 compounds, 0.061% hits;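 active means GFP/RFP ratio change of at least 30% with cell ATP level not reduced by more than half and red fluorescence within 50% of control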; further: strong numbers were not always called active
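Test system: HT1080 cells expressing an RFP-PRO-GFP fluorescent reporter construct / Compound dosing: single-point 20 µM compound, 1% DMSO / Schedule: cells overnight before dosing, compound overnight, 37 °C, 5% CO2 / Evaluation: GFP/RFP fluorescence ratio / Control set: DMSO and RFP-L50D-GFP cell wells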
Active calls of the source: *; i = inactive; . = not tested or not shown.

Start of the data: the first four records, to show the layout:
SMILES	SKN-1 block	Rin1-Abl PPI inh	bovine MsrA act	Neddyl block	FAS TE block	CendR NRP1 mod	eLon inh	PABP1 MLLE inh	MT1-MMP act inh
CCCN1CCC(=O)N(CCSc2ccc(OC)cc2)CC1	15	1	0	i	-14	10	-8	2	-3
COc1ccc(NC(=O)C2(C)CCN2C(=O)c2ccccc2CCc2ccccc2)cc1OC (configuration not stated)	-2	3	-1	i	11	-10	3	9	0
O=C(CSc1nncc2ccccc12)N1CCCCC1	3	-3	-3	i	-3	6	-3	4	-7
COc1ccc(C(=O)C2CCCN(Cc3cn[nH]c3-c3ccc(F)cc3)C2)cc1OC (configuration not stated)	0	2	-2	i	-1	14	-5	-12	-1

Results, from the start:
SMILES	SKN-1 block	Rin1-Abl PPI inh	bovine MsrA act	Neddyl block	FAS TE block	CendR NRP1 mod	eLon inh	PABP1 MLLE inh	MT1-MMP act inh
CCCN1CCC(=O)N(CCSc2ccc(OC)cc2)CC1	15	1	0	i	-14	10	-8	2	-3
COc1ccc(NC(=O)C2(C)CCN2C(=O)c2ccccc2CCc2ccccc2)cc1OC (configuration not stated)	-2	3	-1	i	11	-10	3	9	0
O=C(CSc1nncc2ccccc12)N1CCCCC1	3	-3	-3	i	-3	6	-3	4	-7
COc1ccc(C(=O)C2CCCN(Cc3cn[nH]c3-c3ccc(F)cc3)C2)cc1OC (configuration not stated)	0	2	-2	i	-1	14	-5	-12	-1
COCCn1c(SCC(=O)NCCCN2CCCC2=O)nc2sc3c(c2c1=O)CCCC3	11	2	-3	i	-2	1	-6	-25	-1
COC(=O)CN1C(=O)C2(OCCCO2)c2cc(Br)ccc21	2	1	0	i	-2	-10	-12	1	-5
O=C1c2cccc3c(N4CCOCC4)c([N+](=O)[O-])cc(c23)C(=O)N1c1cccc2ccccc12	0	4	-3	i	77*	-33	6	-3	-13
COc1cc(C2N(c3ccc(F)cc3)C(=O)C3CCCN32)cc(OC)c1OC (configuration not stated)	-1	0	-2	i	-6	-14	-5	-12	-2
CN(C(=O)CSc1nc2ccc([N+](=O)[O-])cc2s1)C1CCS(=O)(=O)C1 (configuration not stated)	-1	-3	-4	i	7	-5	-9	-9	-8
CCCN1C2CCCC1CC(NC(=O)c1ccc(F)cc1)C2 (configuration not stated)	56*	3	0	i	-4	8	-1	-16	0
CN(Cc1ccccc1)C(=O)c1[nH]cnc1C(=O)N[C@@H](Cc1ccccc1)C(=O)OCc1ccccc1	1	5	0	i	24	18	-7	6	0
COc1ccc(N(C)S(=O)(=O)c2cccc(C(=O)NC3CCC(C)CC3)c2)cc1 (configuration not stated)	10	-1	-9	i	11	6	0	-2	-21
O=C(OCc1cn([C@@H]2C[C@H](c3ccccc3)N(C(=O)c3cccs3)C[C@H]2O)nn1)c1ccccc1	16	-1	-3	i	2	-2	-2	-7	1
CCOc1ccc(CNC(c2ccccc2)c2ccccc2)cc1	20	-1	-2	i	28	6	-2	17	0
CC(=O)N(c1ccc(Br)cc1)C1C=CS(=O)(=O)C1 (configuration not stated)	1	4	3	i	-7	4	1	7	-7
CCC1CCCCN1C(=O)COC(=O)c1cccs1 (configuration not stated)	-14	5	-4	i	-6	9	-2	7	0
O=C(CCl)Nc1c[nH]c(=O)[nH]c1=O	8	-3	-4	i	-5	4	3	-8	9
COc1ccc(C(=O)NC2CC2)cc1OC1CCN(C(C)CSC)CC1 (configuration not stated)	14	-1	-2	i	-4	15	12	7	-6
Cn1c(=O)c2c(nc(N3CCC(C(N)=O)CC3)n2CCSc2nc3ccccc3s2)n(C)c1=O	-3	9.7*	-7	i	-5	7	1	-12	0
COc1ccc2[nH]c(C)c(CCNc3ccc(C(F)(F)F)cc3[N+](=O)[O-])c2c1	7	0	0	i	26	-10	-1	-18	7
O=c1c2c3c(sc2[nH]c(=S)n1Cc1ccco1)CCC3	1	-9	-2	i	1	-38	6	5	-1
O=C(Cn1cc(C(F)(F)F)ccc1=O)Nc1ccc(N2CCOCC2)cc1	0	1	-2	i	-3	1	14	12	-2
Cc1cccc(C(O)c2ncc(-c3ccc(C(F)(F)F)cc3)[nH]2)c1C (configuration not stated)	19	7	1	i	6	12	-3	6	.
COc1cccc(N(CC(=O)NCCSc2ccccc2)S(C)(=O)=O)c1	3	-1	-2	i	-6	7	-9	-4	1
Nc1nn(-c2ccccc2)c(N)c1N=Nc1ccc2c(c1)OCO2	10	-2	-7	i	3	10	-4	-1	3
CC(CCc1ccco1)N(C)S(=O)(=O)c1csc(C(N)=O)c1 (configuration not stated)	7	2	-2	i	-3	2	-2	-20	1
COC(=O)/C(C#N)=C/c1c(N2CCN(c3ccc(OC)cc3)CC2)nc2c(C)cccn2c1=O	2	-8	-3	i	25	1	-2	2	-7
CN(C)S(=O)(=O)c1cccc(NC(=O)c2ccc(NS(=O)(=O)c3cccs3)cc2)c1	5	1	-3	i	0	7	-12	11	-1
O=C(Cc1ccc(Cl)cc1)Nc1cccnc1	10	2	1	i	-1	11	-3	1	6
Cc1ccc(-c2cc(C(=O)N/N=C/C=C/c3ccccc3)n[nH]2)o1	6	1	-1	i	0	12	-2	7	4
Cc1ccc(NC(=O)c2cccc(S(=O)(=O)N3CCCC3)c2)nc1	3	-1	-2	i	-3	-4	6	8	1
COC(=O)c1sc(N)c(C(=O)OC)c1COC(=O)C12CC3CC(CC(O)(C3)C1)C2	-8	1	-2	i	-2	-9	-5	-6	2
O=C(Nc1cccc(OC(=O)c2ccc(Br)o2)c1)c1ccccc1	7	-3	-7	i	-4	8	-4	4	3
O=C(CN(C(=O)c1csnn1)c1cccc(C(F)(F)F)c1)NCCc1ccccc1	5	3	-3	i	10	11	-1	15	-1
COc1ccc2nc(SCC(=O)Nc3ccc4sc(C)nc4c3)c(C#N)cc2c1	-3	0	-4	i	-15	-13	3	-19	-175
Cc1cccc(NC(=O)c2sc3nc(C)nc(N4CCOCC4)c3c2C)c1	16	-8	-1	i	10	-16	-6	-5	1
CCOC(=O)c1[nH]c2ccc(OC)cc2c1NC(=O)OC	-10	-6	-1	.	-3	4	-8	0	1
COC(=O)c1ccc(CN2C(=O)NC3(CCCCC3)C2=O)cc1	6	-1	-3	i	-4	9	-8	5	3
COc1ccc(C(=O)Nc2c3c(nn2-c2ccc(Cl)cc2)CS(=O)(=O)C3)cc1	0	2	-14	i	2	7	1	-4	-1
CCOc1ccc(C2CC(=O)N(Nc3ccc([N+](=O)[O-])cc3[N+](=O)[O-])C2=O)cc1 (configuration not stated)	-4	-7	-4	i	86*	8	6	-5	7
COc1ccc(NC(=S)Nc2cccc3ccccc23)cc1OC	-12	-4	1	i	1	15	4	15	6
CC(Sc1ccccn1)C(=O)Nc1ccccc1 (configuration not stated)	8	4	-3	i	-5	-11	1	17	-1
Cc1c(C(=O)OCC(=O)NCc2ccco2)oc2ccccc12	-19	2	-3	i	3	5	-2	13	-2
COc1cccc(N2CCN(C(=O)CC(NC(=O)c3ccccc3)c3ccccc3)CC2)c1 (configuration not stated)	-8	3	-3	i	2	6	-5	-4	5
COc1cc(Cl)c(CN2CCCC(CO)(Cc3ccccc3F)C2)cc1OC (configuration not stated)	-19	0	-11	i	0	-12	3	-11	-5
C[C@H]1CCC[C@@]2(O[C@H](CCO)C[C@H](O)[C@H]2O)O1	7	6	-12	i	-6	12	13	-7	.
Cc1cc(C)c(S(=O)(=O)N/N=C/c2ccc3c(c2)OCO3)c(C)c1	-7	-1	-3	i	10	0	4	-12	-8
Cc1ccccc1N(C(=O)Cc1cccs1)C(C(=O)NCC1CCCO1)c1cccnc1 (configuration not stated)	10	2	-2	i	-9	-4	-2	8	1
CCn1c(=N)n(CC(=O)C(C)(C)C)c2ccccc21	-6	1	-9	i	-11	-4	-4	6	0
Cc1ccc(CCNC(=O)C2CCC(=O)N2CCc2ccccc2)cc1 (configuration not stated)	3	2	-4	i	-3	2	-4	-8	-1
CSc1ccc(CNC(=O)C2CCC(=O)N(CCc3ccc(Cl)cc3)C2)cc1 (configuration not stated)	-1	0	-2	i	1	15	0	2	-1
N#CC1=C2N=C(N)c3ccccc3N2C2=C(C(=O)CCC2)C1c1cccc(Cl)c1 (configuration not stated)	11	0	-6	i	15	-17	5	-6	-2
Cc1ccc(NC(=O)c2cc3c(CO)cnc(C)c3oc2=Nc2cccc(C(N)=O)c2)cc1	28	2	-2	i	-4	-2	2	8	-1
CCOC(=O)c1ccc(-n2c(CN3CCC(O)CC3)nc3ccc([N+](=O)[O-])cc3c2=O)cc1	-7	-5	-2	i	-6	6	11	-8	1
Cc1cc2c(cc1C)CN(c1ccccc1)C2	-9	1	-3	i	2	-12	-15	-1	-8
O=C(CSc1nnc(-c2ccc(O)cc2)n1-c1ccccc1)CC(=O)Nc1ccccc1	-1	-1	-5	i	-9	5	-4	-35	1
CCOc1ccc(C(=O)OCc2nnc(-c3cccs3)o2)cc1OC	-8	-3	-12	i	7	-1	9	-4	4
CCc1ccc(NC(=O)C2CCN(S(=O)(=O)c3c(C)[nH]c(=O)[nH]c3=O)CC2)cc1	-6	5	-8	i	-5	-5	-4	-6	1
CCC1Oc2ccccc2N(CC(=O)N2CCOCC2)C1=O (configuration not stated)	11	0	-2	i	-7	1	-1	-3	1
COCCOC(=O)C1=C(C)NC2=C(C(=O)CC(C)(C)C2)C1c1cccnc1 (configuration not stated)	11	-4	2	.	-3	13	-3	-7	-1

(cont.)
SMILES	SKN-1 block	Rin1-Abl PPI inh	bovine MsrA act	Neddyl block	FAS TE block	CendR NRP1 mod	eLon inh	PABP1 MLLE inh	MT1-MMP act inh
O=C(C1CCCN(S(=O)(=O)c2cc(Cl)ccc2Cl)C1)N1CCOCC1 (configuration not stated)	5	2	-1	i	-4	2	-5	9	3
NC(=O)C1(NC2CCCCC2)CCN(Cc2ccccc2)CC1	4	6	-5	i	-5	-11	-4	0	2
Cc1ccc(S(=O)(=O)N(C)CC(=O)NC2CC(C)(C)NC(C)(C)C2)cc1	-25	3	-8	i	-13	6	-5	-1	-8
CCOC(=O)N1CCN(C(=O)C2CCN(S(=O)(=O)c3ccc(OCC)cc3)CC2)CC1	0	1	-3	i	0	26*	-1	-9	1
CNC(=O)NC(=O)C(OC(=O)CCNS(=O)(=O)c1ccccc1)c1ccccc1 (configuration not stated)	-2	5	-3	i	0	-4	-4	-9	-2
CCOC(=O)C1(Cc2ccccc2)CCN(Cc2cnn(-c3ccccc3)c2)CC1	13	3	-2	i	5	10	-5	-6	0
O=C(CSc1ccccn1)Nc1nncs1	5	-1	0	i	-5	-1	-3	16	-1
O=C(NCC1CCCO1)c1cccc(NS(=O)(=O)c2ccccc2)c1 (configuration not stated)	15	3	-2	i	-9	10	-6	-8	5
CC1CCCCN1CCCNC(=O)C1CCCN(c2ncnc3c2nc2n3CCCCC2)C1 (configuration not stated)	-12	3	-6	i	-3	5	14	-1	-2
CCCCN=C1NN=C(c2ccc3c(c2)OCCO3)CS1	-5	0	1	i	-12	0	2	0	-1
CCN(C(=O)COC(=O)c1ccc2c(c1)OCO2)c1ccc(F)cc1	16	1	-4	i	0	12	0	-13	-2
CSc1ccc(NC(=O)/C=C/C(=O)O)cc1	-8	-2	-8	i	-2	-7	-4	2	7
CCOC(=O)c1sc(NC(=O)c2cccnc2)c(C#N)c1C	16	1	-8	i	0	8	-9	22	1
CCC(=O)c1ccc(OCc2ccc(C(=O)OC)cc2)cc1	6	-1	-2	i	-2	5	8	-4	0
